# Screening data as filed in PubChem BioAssay.
# WT yeast gro inh – growth inhibition of WT strain, primary screen, mitochondrial fusion inhibitor project, WT and mutant strains, chemical genetic; mitochondrial fusion phenotypic screen; inhibition, % at 10 µM; 190,000 tested, 2.1% active; in the data active = inhibition above about 58%; tested in S. cerevisiae
# Myeloid diff 2 – induction of myeloid progenitor differentiation, primary screen, cell-based, flow cytometry, MLPCN library; ER-HoxA9 myeloid progenitors, lysozyme-GFP differentiation; calls only at 10 µM; 360,000 tested, 1% active; AID 624256, 2012;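 active = normalized GFP-positive differentiation at or above the plate's own cutoff, the solvent-only control mean plus 3 SD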;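 note: cells exposed to compound for four days before flow analysis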
# bCat nuc transl – modulators of beta-catenin nuclear translocation, primary screen, imaging, HeLa cells, immunofluorescence, high-content; AID 1665, 2009; 190,000 tested, 0.3% active; nuclear translocation activity, % at 5 µM;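 active = nuclear translocation activity above 50% at 5 µM, with a well cell count of 50 or more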;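 note: per-cell ratio of nuclear to cytoplasmic median beta-catenin stain intensity; plate controls were DMSO negative control for no effect and GSK-3 inhibitor IX positive control for full effect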
#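 Test system: human HeLa cell line; Doses: 5 µM primary, 0.02–20 µM confirmation; Incubation: 24 h compound exposure, 37°C; Detection: beta-catenin immunofluorescence imaging with DAPI; Read-out: beta-catenin nuclear/cytoplasmic ratio, % activation.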
# Ins promoter up – insulin promoter activators in MIN6 cells, imaging, high-content screening, mouse beta cells. AID 1625, 2009. 190,000 tested, 0.3% active. z-score at 5 µM. MIN6 insulin promoter-GFP reporter; hits give high values;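 active = z-score above 3 at 5 µM with at least 500 cells counted in the well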
# West Nile virus CPE – West Nile virus antiviral activity, cell-based, CPE readout (AID 1621); 290,000 tested, 0.02% active; West Nile virus-infected cells, CPE inhibition; higher % means a stronger effect; one-dose CPE inhibition, % at 10 µM; IC50 in µM for titrated hits; in the data active = a potency from the dose series; note: strong numbers were not always called active
# MT stabilize HCS – microtubule stabilizers in HeLa cells, primary screen, imaging, high-content imaging; HeLa tubulin immunostaining HCS, 24 h; share of cells brighter than vehicle mean+2SD; % tubulin-high responders, % at 10 µM; 200,000 tested, 0.83% active; AID 2205, 2009;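 active = plate Z-score above 3 for both tubulin-high and condensed-nucleus cell shares, with cell loss under 80%, at 10 µM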;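 note: anti alpha tubulin signal scored within the nucleus-defined area of each cell; some results filed as inactive read as strong as hits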
# Hep lipid drop – inhibitors of hepatocyte lipid droplet formation, primary screen, imaging, high-throughput imaging, BODIPY stain | 240,000 tested, 0.4% active | AML12 mouse hepatocytes, oleate lipid droplets | AID 1656, 2009 | inhibition, % at 6.5 µM;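 active = lipid droplet intensity inhibited by at least 50%, with more than 500 cells counted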
#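 material = mouse AML12 hepatocyte cell line, fixed after treatment | also added = 100 µM oleic acid challenge | doses = compound at 6.5 µM only | schedule = overnight exposure | technique = Image-based BODIPY and DAPI two-channel analysis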
# Autophagy mod – autophagy modulators in MEF cells, primary screen, imaging, high-content, MEF GFP-LC3 | MEF GFP-LC3 puncta imaging; test concentration mostly 10 µM | calls only at 10 µM (by protocol) | 190,000 tested, 0.98% active | AID 463193, 2010;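 active = percentage of spot-positive cells more than 3 SD above its plate mean, without a fluorescence outlier flag or 80% toxicity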;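 note: spot-positive cell cutoff set from DMSO-treated cells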
# T cell modulator – modulators of CD8 T cell-vesicle binding, primary screen, mouse 2C CD8+ T cells, flow cytometry; 2C CD8+ T cell-vesicle binding; hits give low values; calls only at 7 µM; 330,000 tested, 0.068% active;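 active = response, share of CD8 T cells binding vesicles, and their 90th percentile fluorescence all below set limits, cut at about 80% in these data, passing the limit was not always enough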
#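 Read-out – percent CD8+ FL2 mean versus row control · System – murine 2C transgenic CD8+ T lymphocytes · Times – 1.5 h cell–vesicle binding at 37 °C, then 20 min icy labelling · Control set – naked vesicles low, QL9 vesicles with vehicle high · Detection – cytometric PE anti-B7-1 and Alexa647 anti-CD8 signals after 1% paraformaldehyde fixation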
# WT yeast gro inh mutant strain – recorded beside WT yeast gro inh, whose call it bears; inhibition, %; mitochondrial fusion phenotypic screen, mutant strain inhibition
# Ins promoter up cell count – second read-out of Ins promoter up, no call of its own (marks repeat the call); cell count; measured here: cytotoxicity, nuclei count;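 total cells summed across four imaged fields per well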
# Hep lipid drop cells 6.5 µM – recorded beside Hep lipid drop, whose call it bears; cell count; measured here: cell count, cytotoxicity flag;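 cells counted across two imaged fields per well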
# bCat nuc transl cell count 5 µM – further read-out of bCat nuc transl, marked with its call; cell count; measured here: cell count, cytotoxicity flag
# T cell modulator vesicle-bound % – further read-out of T cell modulator, marked with its call; double positive events, %; measured here: CD8+ vesicle-bound cell fraction;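 binding gate set so that unloaded-vesicle control wells show 10% double positive cells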
# MT stabilize HCS Hoechst-high % – recorded beside MT stabilize HCS, whose call it bears; % Hoechst-high responders; measured here: nuclear condensation Hoechst responders;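 share of cells brighter than vehicle mean plus two SD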
# MT stabilize HCS cytotoxicity % – further read-out of MT stabilize HCS, marked with its call; toxicity, %; measured here: cytotoxicity by cell density;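 0% = mean cell density of plate MIN control wells and 100% = no cells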
# Autophagy mod cell loss 18 h – also measured in Autophagy mod; calls as there; toxicity, %; measured here: cell loss, nuclei count;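 cell loss after 18 h compound exposure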
# Myeloid diff 2 GFP+ MAC1+ % – also measured in Myeloid diff 2; calls as there; GFP+ MAC1+ double positive, %; measured here: differentiation confirmed by MAC1 staining
# Active calls of the source: *; i = inactive; . = no result given; + = active, no number.
canonical_smiles	WT yeast gro inh	WT yeast gro inh mutant strain	Myeloid diff 2	Myeloid diff 2 GFP+ MAC1+ %	bCat nuc transl	bCat nuc transl cell count 5 µM	Ins promoter up	Ins promoter up cell count	West Nile virus CPE	MT stabilize HCS	MT stabilize HCS Hoechst-high %	MT stabilize HCS cytotoxicity %	Hep lipid drop	Hep lipid drop cells 6.5 µM	Autophagy mod	Autophagy mod cell loss 18 h	T cell modulator	T cell modulator vesicle-bound %
CCn1ccc2cc(OC)ccc2c1=S	0.7	9.6	i	0.9	2.5	1284	0.98	1325	0.1%	2.1	2.0	2.8	.	.	i	0.2	i	12.3
Cc1csc(C2=C(O)CN(CCc3ccccc3)C2=N)n1	22.2	5.6	i	5.3	-7.8	1014	-0.33	1104	-0.7%	3.1	1.1	12.0	.	.	i	16.7	i	8.6
CCOC(=O)c1cc(C(=O)OCC)c(=O)[nH]c1SCc1ccccc1	.	.	i	0.2	.	.	.	.	0.9%	.	.	.	-17.5	805	.	.	i	9.4
Cc1ccc(NC(=S)Nc2ccc3cn[nH]c3c2)cc1	16.3	3.5	i	0.3	0.5	1005	0.43	1347	0.1%	2.4	2.3	3.9	2.8	633	i	-1.4	i	49.9
COc1ccccc1N1CCN(C2CCCN(Cc3c(F)cccc3F)C2)CC1 (stereo not drawn)	.	.	i	0.1	.	.	.	.	-0.8%	.	.	.	-4.6	813	.	.	i	50.5
Cc1ccc(N2C(=O)C(Cl)=C(NCCO)C2=O)c(C)c1	5.3	4.8	i	1.3	2.8	1062	0.14	866	0.1%	1.5	1.2	4.9	-0.9	727	i	2.2	i	60.8
CC(CC(=O)O)n1nnc2ccccc21 (stereo not drawn)	.	.	i	0.2	1.0	1332	-0.52	1013	0.3%	.	.	.	5.9	675	.	.	i	44.5
Cc1ccccc1NC(=O)CCNS(=O)(=O)c1ccc2c(c1)CCC(=O)N2	.	.	i	1.6	.	.	.	.	-0.2%	.	.	.	-2.6	654	.	.	i	39.7
CCn1nnc(NC(=O)c2ccco2)n1	.	.	i	0.3	.	.	.	.	0.0%	.	.	.	6.8	816	.	.	i	19.0
CNc1ccccc(C(=O)/C=C/c2ccccc2OC)c1=O	-19.5	16.5	i	0.4	.	.	0.21	1341	-0.1%	2.8	8.0	4.6	-41.8	660	i	-11.4	i	5.3
CCN1CCN(C(=O)c2ccccc2N(Cc2ccccc2)S(=O)(=O)c2ccc(OC)cc2)CC1	.	.	i	0.1	-0.1	1312	-0.34	1083	-0.4%	.	.	.	-37.6	692	.	.	i	19.4
COc1cc(CCC(=O)OCn2nnc3ccccc3c2=O)cc(OC)c1OC	7.1	22.3	i	0.6	-3.4	905	0.41	1312	-0.3%	1.3	2.0	6.2	.	.	i	-1.0	i	25.4
CCOCc1cnc(C)nc1NCC(=O)c1c(C)[nH]c2ccc(OC)cc12	-5.1	-3.8	i	2.6	0.5	1004	.	.	0.2%	2.9	1.5	4.7	10.3	765	i	-6.7	i	15.9
COc1ccc(C2CC(c3cccs3)=NN2c2ccccc2)cc1 (stereo not drawn)	15.0	-16.4	i	0.4	-0.3	975	-0.13	1206	-1.0%	2.7	2.1	5.2	15.4	695	i	-7.0	i	47.2
COc1ccccc1C(=O)NNC(=O)c1cccc([N+](=O)[O-])c1	-14.4	-17.5	i	0.3	0.9	1483	-0.09	1477	-0.3%	3.3	2.9	11.2	4.4	631	i	19.1	i	47.9
Cc1cccn2c(=O)c3cc(C(=O)NCc4cccnc4)c(=N)n(C(C)C)c3nc12	0.6	-8.2	i	1.2	0.4	1085	-0.56	1538	1.0%	3.0	1.5	1.8	23.9	680	i	-7.0	i	36.5
O=C(OCC(=O)N1CCc2ccccc21)c1cccc(S(=O)(=O)N2CCCc3ccccc32)c1	-11.1	3.0	i	0.4	1.2	1014	-0.35	1386	0.0%	5.7	2.5	1.9	-6.2	674	i	-3.4	i	27.1
CSc1ccccc1NC(=O)CSc1nnc(Cc2ccccc2)o1	.	.	i	0.4	.	.	.	.	-0.2%	.	.	.	14.2	758	.	.	i	31.2
Cc1cccc(NC(=O)/C(C#N)=C\c2cccnc2)c1	13.1	12.3	i	1.1	-1.0	1037	0.29	1902	.	3.1	1.3	6.1	-17.3	733	i	-11.6	i	34.7
CCOC(=O)c1c(CCl)nc2ccccc2c1C	-9.1	10.1	i	0.5	-2.2	1090	-0.23	1365	0.1%	2.0	1.5	7.2	5.7	691	i	-4.6	i	49.0
O=C1C2C3C=CC(C3)C2C(=O)N1c1ccc2ccccc2c1 (stereo not drawn)	.	.	i	0.3	.	.	.	.	-0.5%	.	.	.	-0.2	836	.	.	i	59.4
Fc1ccccc1Cc1noc(CN2CCC(OCc3cccnc3)CC2)n1	6.5	15.2	i	0.1	0.4	1578	-0.87	1638	-0.7%	2.2	3.1	8.4	1.7	688	i	4.3	i	58.4
Cc1cc(C)cc(C(=O)N2CCN(Cc3ccc4c(c3)OCO4)CC2)c1	.	.	i	0.6	.	.	.	.	-1.5%	.	.	.	-1.0	787	.	.	i	47.2
CCCOc1ccc(C2/C(=C(/O)c3ccc(F)cc3)C(=O)C(=O)N2CCCN(C)C)cc1 (stereo not drawn)	6.6	13.2	i	2.0	1.3	1077	0.6	1946	1.1%	2.3	2.3	4.9	6.7	747	i	1.5	i	53.2
COc1cc(Cl)cc2c1Sc1ccccc1/C2=C/CCN(C)C	29.4	18.2	i	1.1	2.3	83	.	.	0.0%	3.5	2.5	0.6	-15.8	699	i	0.8	i	36.4
COc1ccc(C2CC2C(=O)c2ccccn2)cc1 (stereo not drawn)	5.1	-7.3	i	0.2	0.2	1102	-1.17	1206	-0.6%	2.8	2.0	2.5	-1.3	709	i	1.1	i	31.1
Cc1cc(NC(=O)c2ccccc2Cl)ccc1NC(=O)c1ccccc1Cl	.	.	i	0.3	.	.	.	.	-0.7%	.	.	.	-5.8	750	.	.	i	17.2
CCC(C)(C)n1nnnc1C(c1ccc(C)cc1)N1CCN(Cc2cccnc2)CC1 (stereo not drawn)	-6.4	-18.5	i	1.2	0.7	1151	0.05	1311	0.0%	1.6	1.3	10.6	.	.	i	-15.1	i	2.1
CCCCCCOc1ccc(OC(=O)c2cccnc2)cc1	37.7	44.1	i	10.7	2.2	1012	-0.11	1515	2.8%	1.9	0.9	5.7	.	.	i	52.9	i	40.8
COc1ccc2c(CC(=O)OCC(=O)N3CCc4ccccc43)coc2c1	-1.4	-0.8	i	2.2	-0.5	1139	1.35	1276	0.4%	3.0	1.9	0.4	8.4	802	i	-7.5	i	18.7
COc1ccc(/C=N/NC(=O)c2ccc3nc[nH]c3c2)cc1OC	.	.	i	0.2	1.6	1338	-0.93	1143	-0.1%	.	.	.	-10.9	708	.	.	i	23.3
O=C(CCC1CCN(C(=O)c2ccco2)CC1)NCc1ccc(F)cc1	.	.	i	1.1	.	.	.	.	0.1%	.	.	.	0.4	791	.	.	i	18.6
CC(=O)Nc1ccc(C(=O)Nc2ccc3c(c2)OCO3)cc1	-6.4	-6.5	i	2.6	-2.7	1009	-0.72	1223	0.3%	2.0	1.0	3.5	.	.	i	-3.3	i	42.0
COc1ccc(C2CC(c3ccc(Cl)cc3)=NN2C(=O)c2cccc([N+](=O)[O-])c2)cc1 (stereo not drawn)	4.2	-0.4	i	1.0	0.7	1038	-0.17	1331	-1.0%	4.7	1.7	8.3	0.8	613	i	16.1	i	45.6
N=c1n(CC(=O)c2ccc([N+](=O)[O-])cc2)c2ccccc2n1Cc1ccccc1Cl	4.9	-17.0	i	1.2	-1.4	375	0.07	1449	-1.0%	3.6	2.4	5.7	3.1	671	i	-4.9	i	42.3
Cc1ccc(CNC(=O)CCN2C(=O)[C@@H]3Cc4ccccc4CN3C2=O)cc1	.	.	i	0.2	.	.	.	.	0.8%	.	.	.	5.6	698	.	.	i	6.3
O=C(c1ccc(CS(=O)c2ccccc2Cl)o1)N1CCOCC1 (stereo not drawn)	.	.	i	2.3	.	.	.	.	-0.2%	.	.	.	-0.7	673	.	.	i	8.5
O=C(NCCCN1CCOCC1)C(C(=O)NCCCN1CCOCC1)c1ncc(C(F)(F)F)cc1Cl	9.4	5.6	i	0.5	0.4	962	-0.28	1410	0.3%	1.4	2.8	17.9	-1.1	656	i	7.8	i	38.2
O=C(NCCc1ccccc1)c1ccc(NC(=O)c2cccnc2)cc1	.	.	i	0.3	.	.	.	.	0.2%	.	.	.	-1.6	819	.	.	i	56.6
O=C(Nc1nnc(COc2ccc(F)cc2)s1)c1cccs1	-4.4	5.5	i	0.8	0.8	1073	-0.78	1765	0.3%	1.0	2.0	7.5	4.9	629	i	4.6	i	48.0
CN(C)/C=C/C(=O)c1cccc([N+](=O)[O-])c1	9.1	-4.3	i	0.2	-1.5	1121	0.63	1347	0.1%	2.2	2.5	5.5	4.7	719	+	3.3*	i	62.8
Cc1cc(NC(=O)CCc2ccc(C)o2)no1	-23.6	-23.1	i	0.0	-1.7	1187	-0.78	1333	-0.1%	3.7	2.9	5.7	9.3	766	i	-5.8	i	29.2
